RMI-FANCM inh = blocks RMI1/RMI2 complex binding to FANCM MM2 peptide; Fluorescence polarization, RMI core complex with F-MM2 peptide; hits give low values; FP signal (polarization) at 33 µM; hit rate 0.58% among 70,000; AID 1159607; in the data active means FP signal below about 40; further: inactives centre near 61; strong numbers were not always called active; unit not given here
* hit, by the source's call. These rows are one share of the data, so the mix of outcomes need not match the whole.

SMILES,RMI-FANCM inh
NCC(c1ccsc1)N1CCOCC1 (centres undefined),71
C=CCn1c(=O)c2c(nc(Br)n2C)n(C)c1=O,67
Cc1nnc2ccc(N3CCN(S(=O)(=O)c4cc(F)ccc4F)CC3)nn12,65
CCCc1cc(=O)[nH]c2nnc(SCC(=O)Nc3ccccc3C(=O)OCC)n12,55
Cn1c(Sc2cccs2)nc(C#N)c1C#N,62
COC(=O)Cn1c(=NC(=O)c2ccc(F)cc2)sc2cc(OC)ccc21,28*
COc1ccc(CC(=O)NCC(=O)N2CCOC(c3ccccc3)C2)cc1 (centres undefined),74
O=C(CSc1ccccc1)Nc1c2c(nn1-c1ccccc1)CCC2,62
Cc1cc(C)cc(N2CC(c3nc4ccccc4n3Cc3ccccc3F)CC2=O)c1 (centres undefined),63
CSc1ccc2c(c1)sc(=NC(=O)c1ccn(C)n1)n2C,71
CCCCOc1ccc(C(=O)N(CCN(CC)CC)c2nc3c(C)c(C)ccc3s2)cc1,65
O=C(NCCOc1cc(N2CCOCC2)ncn1)c1ccco1,60
CCOC(=O)C(C#N)=C1CCN(Cc2ccccc2)CC1,39
COc1ccc(-c2nc(NC(=O)CSc3nnc4ccccn34)ns2)cc1,79
NC(=O)c1c(Cl)cncc1Cl,57
CCCCC(=O)Nc1sc2c(c1C(N)=O)CCN(C(C)=O)C2,69
Cc1cc(S(=O)(=O)C(CNC(=O)c2ccc([N+](=O)[O-])c(C)c2)c2cccs2)ccc1F (centres undefined),54
Cn1ncc2c(c(SCc3ccc(Cl)cc3Cl)nn2C)c1=O,66
CC(C)(C)n1nc2c(c1NC(=O)CC1CCCCC1)CS(=O)(=O)C2,64
CC1CCc2cc(F)ccc2N1S(=O)(=O)c1cc2c3c(c1)CCN3C(=O)CC2 (centres undefined),52
Cc1ccc(C)c(S(=O)(=O)NC(C)C(=O)NCc2ccco2)c1 (centres undefined),72
CNC(=O)c1c(NC(=O)/C=C/c2cccs2)sc(C)c1C,54
O=C(c1cn(Cc2ccccc2)cc2c(=O)n(-c3ccccc3)nc1-2)N1CCOCC1,53
Cc1ccc(C)c2sc(NC(=O)c3ccc(S(=O)(=O)N(C)Cc4ccccc4)cc3)nc12,69
O/N=C(/CNC(c1ccccc1)(c1ccccc1)c1ccccc1)c1ccccc1,56
CCN1C(=O)Cc2cc(NC(=O)COc3ccccc3OC)ccc21,68
COc1ccc(CCC(=O)Nc2ccc3c(c2)C(=O)Nc2cc(C)ccc2O3)cc1,64
O=C(Nc1ccc(F)cc1F)C1CCN(S(=O)(=O)c2ccc(Cl)cc2)CC1,51
Cc1nc(CSCc2ccc(Cl)cc2Cl)cs1,56
O=C(NCC1(c2cccs2)CCCC1)C(=O)Nc1cc(F)ccc1F,70

A section taken from the entries so far, as a working copy:
SMILES,RMI-FANCM inh
NCC(c1ccsc1)N1CCOCC1 (centres undefined),71
C=CCn1c(=O)c2c(nc(Br)n2C)n(C)c1=O,67
Cc1nnc2ccc(N3CCN(S(=O)(=O)c4cc(F)ccc4F)CC3)nn12,65

Of the compounds above, 2 contain a cyano group:
SMILES,RMI-FANCM inh
Cn1c(Sc2cccs2)nc(C#N)c1C#N,62
CCOC(=O)C(C#N)=C1CCN(Cc2ccccc2)CC1,39

Later entries.
SMILES,RMI-FANCM inh
Cc1nc(-n2nc(-c3cccs3)cc2NC(=O)c2cc(=O)c3ccccc3o2)[nH]c(=O)c1C,50
CS(=O)(=O)Nc1c(Cl)c(Cl)c(Cl)c(Cl)c1Cl,60
CC(C)Oc1ccc(C(=O)Nc2nc(CN3CCc4ccccc4C3)cs2)cc1,90
COc1ccccc1CNC(=O)C(=O)Nc1cc(N2CCCS2(=O)=O)ccc1C,64
CN1CCCc2cc(CCNC(=O)C(=O)NC(C)(C)C)ccc21,59
C=CCN(CC=C)S(=O)(=O)c1ccc(C(=O)Nc2nc(-c3ccc(I)cc3)cs2)cc1,63
CC(=O)O/N=C\c1c(Nc2ccc(C)cc2)nc2c(C)cccn2c1=O,53
Cc1cccc(C)c1-n1[nH]nnc1=S,61
O=C(COc1ccc2c(c1)OCO2)N1CCN(c2ccc3nnc(C4CC4)n3n2)CC1,69

Printed as active in RMI-FANCM inh (from the list above):
SMILES,RMI-FANCM inh
COC(=O)Cn1c(=NC(=O)c2ccc(F)cc2)sc2cc(OC)ccc21,28*

Three entries already listed, ordered by molar mass, smallest number first.
SMILES,RMI-FANCM inh
Cc1cccc(C)c1-n1[nH]nnc1=S,61
Cc1nc(-n2nc(-c3cccs3)cc2NC(=O)c2cc(=O)c3ccccc3o2)[nH]c(=O)c1C,50
C=CCN(CC=C)S(=O)(=O)c1ccc(C(=O)Nc2nc(-c3ccc(I)cc3)cs2)cc1,63
